# Assay outcomes as filed in PubChem.
# D2 agonist = D2 dopamine receptor (human) agonism. P14416. HEK293 T-REx D2 cells, calcium flux agonist mode. activation, % at 2 µM. actives 0.53% (n = 340,000). AID 485358;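 active = activation over 3 SD above normal in the single-dose calcium agonist read, cut at about 30% in these data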; note: 0% is about no effect
# Target sequence (P14416 whole entry, looked up): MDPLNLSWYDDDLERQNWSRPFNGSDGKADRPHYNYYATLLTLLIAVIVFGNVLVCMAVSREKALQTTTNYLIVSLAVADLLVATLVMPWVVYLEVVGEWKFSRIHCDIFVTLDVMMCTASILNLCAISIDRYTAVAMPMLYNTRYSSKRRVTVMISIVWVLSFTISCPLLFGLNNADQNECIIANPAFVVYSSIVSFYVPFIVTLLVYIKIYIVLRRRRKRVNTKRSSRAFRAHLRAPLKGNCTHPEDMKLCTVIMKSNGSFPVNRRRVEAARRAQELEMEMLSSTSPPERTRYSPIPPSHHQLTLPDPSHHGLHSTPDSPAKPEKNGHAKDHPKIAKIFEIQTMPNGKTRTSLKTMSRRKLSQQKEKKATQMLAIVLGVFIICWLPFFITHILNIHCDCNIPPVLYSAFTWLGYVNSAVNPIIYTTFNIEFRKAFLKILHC
#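 Agonism scored from kinetic calcium signal (1 read/sec, 180 s) following compound pin transfer, after a 10 s baseline. Cells: HEK293 Trex line expressing inducible D2 receptor coupled to calcium, dye-loaded after overnight culture at 30 C.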
# TrxR1 inh = blocks rat thioredoxin reductase 1 | O89049 | recombinant rTrxR1, NADPH fluorescence consumption, selenite substrate | actives 1% (n = 390,000) | Potency, µM (series often up to 114 µM), for inactives: at the top dose activity change, negative = inhibition, actives largely listed as inhibitors; note: potency is the fitted concentration of half-maximal effect; % is set by controls: 0 for no effect and ±100 for the full control effect; nearly all actives have a fitted effect of over 65% in size
#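 Rat TrxR1 (90 nM in the dispensed reagent) was pre-reduced with 400 uM NADPH for 5 min at room temperature, then incubated with compound for 15 min. After 400 uM selenite was added, NADPH fluorescence (Ex 340/Em 450 nm) was followed for 8 min.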
# TRHR agonist = activates the human TRH receptor; TRHR cells, calcium flux fluo-8, FDSS agonist mode; activation, % at 2 µM; actives 0.18% (n = 360,000); AID 493084; in the data active = activation above about 30%; note: 0% is about no effect
# Target sequence (P34981 whole entry, looked up): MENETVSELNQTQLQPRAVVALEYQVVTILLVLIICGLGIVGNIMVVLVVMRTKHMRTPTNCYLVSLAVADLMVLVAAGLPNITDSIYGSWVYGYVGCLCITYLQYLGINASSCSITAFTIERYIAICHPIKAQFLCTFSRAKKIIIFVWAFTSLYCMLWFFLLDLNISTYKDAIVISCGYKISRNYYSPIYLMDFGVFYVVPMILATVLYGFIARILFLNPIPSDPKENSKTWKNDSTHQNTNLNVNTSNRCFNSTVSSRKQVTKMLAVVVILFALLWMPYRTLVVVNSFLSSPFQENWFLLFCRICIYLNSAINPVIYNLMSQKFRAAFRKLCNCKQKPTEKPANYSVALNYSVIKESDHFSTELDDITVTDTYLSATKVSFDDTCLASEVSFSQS
#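 Steps: seed TRHR cells overnight; add fluo-8 no-wash Ca dye, RT 30 min–1.5 h; record 10 s baseline; pin-transfer compounds; monitor fluorescence 1 cycle/s for the agonist window. Calcium increases flag candidate agonists.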
# IDH1 R132H inh = inhibitors of human mutant IDH1 R132H | O75874 | IDH1-R132H enzyme, NADPH consumption, diaphorase/resazurin fluorescence | Potency, µM (titrated, usually from 76.6 µM), for the others: at the highest dose activity change, negative = inhibition, actives largely listed as inhibitors | actives 0.093% (n = 390,000); note: potency is the fitted concentration of half-maximal effect; % is set by controls: 0 for no effect and ±100 for the full control effect; nearly all actives have a fitted effect of over 65% in size
#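 IDH1-R132H (0.5 ug/mL) preincubated 30 min with compound, then NADPH (0.016 mM) and alpha-KG (2 mM) added; 80 min at RT, pH 7.5. Remaining NADPH coupled via diaphorase/resazurin to fluorescence (540/590 nm); concentration-response curves normalized to no-enzyme control.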
# TRHR PAM = allosterically enhances the human TRH receptor. enhancement, % at 2 µM. P34981. TRHR cells, fluo-8 calcium fluorescence, EC20 TRH enhancement. AID 493056. actives 0.66% (n = 360,000); in the data active = enhancement above about 30%; note: 0% is about no effect
#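 Enhancer read-out: after compound pinning and an initial kinetic agonist-mode read, an EC20 of TRH (10 nM final) was injected and fluo-8 calcium signal (Ex 480/Em 530) followed at 1 s/cycle for 100 cycles in TRHR-expressing cells.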
# USP1 inh = USP1/UAF1 (human) deubiquitinase inhibition; recombinant USP1/UAF1, Ub-Rhodamine cleavage fluorescence; Potency, µM (titrated, usually from 57.1 µM), inactives show top-dose activity change, negative = inhibition, hits mostly inhibitors; actives 0.23% (n = 390,000); AID 743255; note: potency is the fitted concentration of half-maximal effect; % is set by controls: 0 for no effect and ±100 for the full control effect; nearly all actives have a fitted effect of over 60% in size; inactives centre near -12
#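 Step one: compound is pinned into 1nM USP1/UAF1 in HEPES pH 7.8 buffer with TCEP. Step two: 15 min room-temperature incubation. Step three: Ub-Rho (150nM final) starts cleavage, tracked by fluorescence over six one-minute reads.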
# PI4K2A inh = blocks human PI4K2A kinase activity; Q9BTU6; actives 0.13% (n = 420,000); activity change, negative = inhibition, % at 76.9 µM; purified PI4K2A, ADP-Glo luminescence, 1 h; hits give low values; in the data active = activity change below about -50%; inconclusive = mostly about -30% to -49%;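 note: -100% = wells without enzyme as full effect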
#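 ADP-Glo luminescence measured ADP generated by PI4K2A enzyme (4 ug/mL before mixing) with 1.2 mM PI substrate (pre-mix) and 300 microM ATP (pre-mix). Tris pH7.5 buffer with MgCl2, Triton X-100; 1 h reaction at ambient temperature.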
# TrxR1 substrate = rat thioredoxin reductase 1 substrate activity. O89049. purified TrxR1 substrate turnover, NADPH consumption readout. Potency, µM (series often up to 114 µM), for the others: at the highest dose activity change, negative = substrate turnover. actives 0.01% (n = 390,000); note: potency is the fitted concentration of half-maximal effect; % is set by controls: 0 for no effect and ±100 for the full control effect; nearly all actives have a fitted effect of over 50% in size
#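 Rat TrxR1, dispensed at 90 nM, was prereduced with 400 uM NADPH (final) for 5 min at ~22 deg C, then incubated with compound 15 min before 400 uM selenite. A first-read NADPH fluorescence drop versus no-compound background flagged substrates.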
# D2 antag = antagonists of human D2 dopamine receptor | P14416 | HEK293 TREx D2 cells, calcium flux, dopamine EC80 | inhibition, % at 10 µM | actives 2% (n = 340,000) | AID 485344; in the data active = inhibition above about 30%; note: 0% is about no effect
#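 HEK293 T-REx D2 cells, tet-induced, calcium dye no-wash. Cpd pintool add, 180 s kinetic, then EC80 DA, 180 s kinetic. Ca flux read.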
# Starred values were filed as active, the others as inactive; ? = inconclusive; . = not tested or not shown; & = joins results of further samples; [ ] = remark or other dose. Unless noted, calls come from the whole dose curve; as a rule, active = well fitted inhibition curve with a large enough effect; inconclusive = small, poorly fitted or top-dose-only effect; inactive = no such curve, though single readings can be large or run the other way. Compounds as they come; 3.9% or so of the library scored in one or more.
mol,D2 agonist,TrxR1 inh,TRHR agonist,IDH1 R132H inh,TRHR PAM,USP1 inh,PI4K2A inh,TrxR1 substrate,D2 antag
CCC(C(=O)OC)(C(=O)OC)c1ccc([N+](=O)[O-])cc1,0.9,-1%,0.0,0%,1,-16%,2,-5%,3
CCOc1ccc(NC(=O)c2nnn(CC(=O)Nc3ccccc3OCC)c2N)cc1,.,11%,-1.1,6%,-2,-14%,0,15%,.
Cc1ccc2c(=O)cc(C(=O)Nc3ccc(S(=O)(=O)Nc4ncccn4)cc3)oc2c1C,.,11%,-0.2,4%,-5,5%,-1,-3%,.
O=C(Cn1cc(C(=O)c2ccco2)c2ccccc21)Nc1ccccc1,-1.0&-0.6,11%,-0.2&-0.5,6%&0%,2&-5,-26%&-10%,0&6,4%,3
COc1ccc(C(=O)C2CCN(C(=O)c3ccco3)CC2)cc1,-0.2,14%,-0.5,7%,49*,-10%,4,7%,-13
COC(=O)c1ccccc1NC(=O)CSc1nc2ccccc2nc1Cc1ccc(F)cc1,1.0,8%[57.1 µM],0.3,39%[activator],-13,8%,-1,-2%[57.1 µM],.
CCN(CC)C(=O)C(=O)Nc1ccc(Oc2ccccc2)cc1,0.1,21%[57.1 µM],0.0,4%,-4,?,-4,2%,-1
COc1cc2[nH]c(=S)nc(NC3CCCCCC3)c2cc1OC,-0.7,15%[57.1 µM],0.5,-13%,-1,5%,-3,8%[57.1 µM],7
O=C1NC(=Nc2ccccc2)SC1(CO)CO,1.1,3%[57.1 µM],0.1,3%,0,-6%,-6,-14%,9
COc1ccc(C2/C(=C(/O)c3ccc(OC(C)C)cc3)C(=O)C(=O)N2CCCN2CCOCC2)cc1 (centres undefined),2.8,-26%,0.8,4%,2,-13%,-2,-16%,-5
Cc1c(NC(=O)CSc2nnc(N)s2)c(=O)n(-c2ccccc2)n1C,-0.7,-14%,0.2,5%,8,2%,1,-8%,2
Cc1nn(C(C)C(=O)N2CCOCC2)c(C)c1[N+](=O)[O-] (centres undefined),0.3,11%[57.1 µM],0.9,4%,-6,-14%,-1,-21%[57.1 µM],-2
Cc1c(NS(C)(=O)=O)cccc1-c1nc2ccccc2s1,0.7,-4%,1.3,8%,7,-20%,-1,-7%,.
CCN1CCCC1Cn1cnc2c([nH]c3ccc(Cl)cc32)c1=O (centres undefined),0.5,1%[57.1 µM],1.8,2%,3,-17%,7,19%[57.1 µM],1
CCCCC1(C)OC(=O)C(=Cc2ccc(N(C)C)cc2)C(=O)O1 (centres undefined),0.0,?,-0.1,7%,-3,-20%,4,-11%,11
Cc1nn(C(C)C(=O)NCCCN2CCCC2)c(=O)c2nn(-c3ccccc3)c(C)c12 (centres undefined),1.4,-4%,-0.8,0%,5,-9%,-9,7%,-18

# Overlap with the part before: two compounds, followed by the next part.
mol,D2 agonist,TrxR1 inh,TRHR agonist,IDH1 R132H inh,TRHR PAM,USP1 inh,PI4K2A inh,TrxR1 substrate,D2 antag
CCCCC1(C)OC(=O)C(=Cc2ccc(N(C)C)cc2)C(=O)O1 (centres undefined),0.0,?,-0.1,7%,-3,-20%,4,-11%,11
Cc1nn(C(C)C(=O)NCCCN2CCCC2)c(=O)c2nn(-c3ccccc3)c(C)c12 (centres undefined),1.4,-4%,-0.8,0%,5,-9%,-9,7%,-18
CCCC1C(c2ccco2)NC(c2ccco2)CC1(C)O (centres undefined),-0.5,?,0.1,-1%,0,0%,4,11%,1
Cc1ccc(OCC(=O)NNC(=O)C(=O)N2CCCC2)c(C)c1,0.5,-7%,0.5,13%,-11,-4%,0,-10%,5
CCOc1ccc(C(=O)N(Cc2nc(-c3cccc(C)c3)no2)C(C)C)cc1,-0.5,37%[activator],-0.9,16%,12,-25%,-3,2%,.
COc1ccc(S(=O)(=O)NCCCn2ccnc2)cc1Cl,-0.7,31%,0.1,2%,-3,-22%,0,7%,1
CCN(CC(=O)Nc1c(F)cccc1F)C(=O)c1ccc(S(=O)(=O)N2CCCCCC2)cc1,-0.8,-5%,-1.1,6%,-6,?,0,-6%,0
CCOC(=O)c1cnc2c(OC)cccc2c1N1CC(C)CC(C)C1 (centres undefined),-0.4,-4%,0.3,9%,4,-8%,0,-6%,8
Cc1cccc(C(=O)Nc2nnc(-c3cccnc3)o2)c1,.,8%[57.1 µM],-0.7,4%,4,-3%,0,-4%,.
Cc1cc(C)cc(NC(=O)CCN2CCOCC2)c1,1.2,43%[2.29 µM],1.1,-3%,0,-10%,-2,1%,-7
CC(OC(=O)c1nn(C)c(=O)c2ccccc12)C(=O)NCc1ccc2c(c1)OCO2 (centres undefined),-0.4,-3%,-0.6,3%,0,-12%,0,-5%,-6
CC(C)C(C(=O)NCC1CCCO1)N(C(=O)CNS(=O)(=O)c1ccccc1)c1ccc(F)cc1 (centres undefined),0.7,19%,-0.6,-6%,3,-20%,-1,5%,1
O=S(=O)(Nc1ccc(F)cc1)N1CCOCC1,-2.8,4%[57.1 µM],-1.1,-6%,-1,-19%,-4,5%[57.1 µM],-5
CCC(C)N1CCCCC1C(=O)Nc1c(C)cc(C)cc1C (centres undefined),0.4,14%,-0.2,2%,-3,-14%,4,4%[57.1 µM],6
Cc1ccc(C(=O)N2CCN(c3ccc(N4CCOCC4)nn3)CC2)cc1,-0.4,11%,-0.4,-5%,4,-9%,19,71%[activator],-6
CO/N=C1\CCn2c1c(C)c1ccccc12,-0.2,27%,-0.7,4%,0,-12%,5,11%,-15
CCOC(=O)C1=C(c2ccc(O)cc2)NC(=O)NC1C (centres undefined),.,1%[57.1 µM],.,28%,.,?,-3,-4%[57.1 µM],.
Cn1c(SSc2ccc(-c3cccnc3)n2C)ccc1-c1cccnc1,.,45%[activator],.,10µM*,.,?,-1,-16%,.
COc1ccc(OC)c(NC(=O)CCc2c[nH]c3ccccc23)c1,-0.5,21%[57.1 µM],-0.2,6%,4,-11%,-2,7%[57.1 µM],2
CCCCNC(=O)c1cc(-c2cccnc2)nc2ccc(S(=O)(=O)NCCCC)cc12,-0.8,32%[57.1 µM],0.2,-14%,-11,-23%,2,6%[57.1 µM],.
O=C(NN(c1ccccc1)c1ccccc1)c1ccc([N+](=O)[O-])o1,-0.6,-15%,-2.5,-8%,-7,-14%,4,-6%,10
O=C(Cn1cc([N+](=O)[O-])cn1)Nc1ccn(Cc2c(F)c(F)cc(F)c2F)n1,-0.2,17%,-0.1,2%,-4,0%,3,3%,-1
Nc1c(C(=O)NC2CCCC2)c2nc3ccccc3nc2n1/N=C/c1cccnc1,.,12%,.,1%,.,-16%,3,15%,.
COCCNC(=O)CSc1nnc2[nH]c(=O)cc(C)n12,-0.9,9%[57.1 µM],0.2,-6%,2,3%,0,0%[57.1 µM],.
CCOC(=O)c1sc(N(Cc2ccccc2)C(=O)CN2C(=O)CN(C)C2=O)nc1C,-0.3,15%[57.1 µM],0.3,0%,5,-16%,-8,11%,-12
Cc1ccc(S(=O)(=O)NCc2cccnc2)cc1,-0.2,11%[57.1 µM],-0.3,5%,-2,-21%,2,8%[57.1 µM],8

# Complete entries, quoted from the list. Values in the order: D2 agonist, TrxR1 inh, TRHR agonist, IDH1 R132H inh, TRHR PAM, USP1 inh, PI4K2A inh, TrxR1 substrate, D2 antag
# Results for CCCCNC(=O)c1cc(-c2cccnc2)nc2ccc(S(=O)(=O)NCCCC)cc12 : -0.8, 32%[57.1 µM], 0.2, -14%, -11, -23%, 2, 6%[57.1 µM], .
# Results for O=C(Cn1cc([N+](=O)[O-])cn1)Nc1ccn(Cc2c(F)c(F)cc(F)c2F)n1 : -0.2, 17%, -0.1, 2%, -4, 0%, 3, 3%, -1

# (list continues)
mol,D2 agonist,TrxR1 inh,TRHR agonist,IDH1 R132H inh,TRHR PAM,USP1 inh,PI4K2A inh,TrxR1 substrate,D2 antag
O=C1Nc2ccc(S(=O)(=O)N3CCCCCC3)c3cccc1c23,-0.2,-4%,-0.1,-2%,2,-12%,-1,3%,8
O=C(CSc1ccc(Cl)cc1)N1CCN(c2ccc([N+](=O)[O-])cc2Cl)CC1,0.4,-2%,0.4,5%,0,-2%,0,-6%,5
C/C(=N\Nc1nc(N2CCOCC2)nc(N2CCOCC2)n1)c1ccc([N+](=O)[O-])cc1,-0.2,11%[57.1 µM],-0.1,8%,22,-9%,1,-1%[57.1 µM],1
CCOC(=O)CN1C(=O)N(CC)C(C)=C(C(=O)OC)[C@@H]1c1ccccc1,-0.2,10%,-0.6,6%,5,-30%,1,4%,-1
O=C(CC1CCCC1)OCn1nnc2ccccc2c1=O,.,-21%,0.7,8%,-2,-21%,0,-2%,.
Cc1cc(OCC(=O)N2CCC(c3nc4ccccc4s3)CC2)ccc1Cl,0.2,42%[activator],0.9,-2%,3,?,0,4%,.
O=C(NCc1ccc(Cl)cc1Cl)C1CC(=O)N(Cc2ccccc2)C1 (centres undefined),0.0,18%[57.1 µM],0.6,-3%,-7,-21%,1,10%[57.1 µM],9
COc1ccc(C(=O)N(Cc2ccccc2)c2cccc(C)c2)cc1S(=O)(=O)N1CCOCC1,0.2,-1%,0.2,4%,-8,-3%,5,-2%,-20
O=C(CN(C(=O)CCC(=O)Nc1nccs1)c1cccc(F)c1)NCc1ccc2c(c1)OCO2,-1.6,6%,-1.2,-1%,-1,-11%,-2,-2%,10
COc1cc(Cl)c(C)cc1NC(=O)COC(=O)C(NS(=O)(=O)c1ccc(Cl)cc1)C(C)O (centres undefined),-0.3,-2%,0.3,5%,5,-27%,-3,-8%,-12
FC(F)(F)c1cccc(NC(=S)NCC2COc3ccccc3O2)c1 (centres undefined),-1.1,?,-0.2,-7%,-1,-2%,2,-13%,-3
COc1ccc(CC(NC(C)=O)C(=O)NC2CCN(c3ncccc3[N+](=O)[O-])CC2)cc1 (centres undefined),2.2,22%,0.8,0%,20,-11%,2,-8%,-10
